Bioassay records (PubChem BioAssay)
GBA enhancer = increases beta-glucosidase activity in Gaucher fibroblasts; L444P Gaucher fibroblasts, 4-MU-glucoside fluorescence, 3 days; activation, % at 10 µM; 30,000 compounds, 0.44% hits; P04062; in the data active means activation above about 65%;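 further: 0% = vehicle wells and 100% = positive control wells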
Target sequence (P04062 whole entry L483P): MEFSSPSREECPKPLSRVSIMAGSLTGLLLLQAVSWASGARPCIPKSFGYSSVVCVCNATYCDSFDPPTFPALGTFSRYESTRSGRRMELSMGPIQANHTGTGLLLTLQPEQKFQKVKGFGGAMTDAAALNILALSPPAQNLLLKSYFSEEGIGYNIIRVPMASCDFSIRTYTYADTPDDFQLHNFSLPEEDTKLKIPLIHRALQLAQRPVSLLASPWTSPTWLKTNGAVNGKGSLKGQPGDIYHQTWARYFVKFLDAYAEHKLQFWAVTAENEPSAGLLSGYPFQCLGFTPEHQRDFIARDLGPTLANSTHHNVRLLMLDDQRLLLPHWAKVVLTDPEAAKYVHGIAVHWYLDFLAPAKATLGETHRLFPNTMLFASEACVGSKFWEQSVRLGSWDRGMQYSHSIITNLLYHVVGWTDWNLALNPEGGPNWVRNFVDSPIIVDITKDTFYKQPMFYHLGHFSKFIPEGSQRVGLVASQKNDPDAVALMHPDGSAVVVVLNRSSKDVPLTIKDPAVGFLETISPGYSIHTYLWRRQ
* = called active by the depositor. This is a subset (hit frequency here may not be typical).

What do the screens show for `COCCn1nnnc1C1(N(Cc2cc3cc(C)ccc3[nH]c2=O)CC2CCCO2)CCN(C)CC1` (stereo not given)?
GBA enhancer: 7

How did Cc1cc(C)n(CCO)c(=O)n1 do in these assays?
GBA enhancer: 5

Results for CC(C)c1ccc(S(=O)(=O)N2CCN(CCC(=O)Nc3ccc(N(C)C)cc3)CC2)cc1 ?
GBA enhancer: 7

What do the screens show for `CC[C@@H](C)[C@H](NC(=O)OC(C)(C)C)c1nnc(S(=O)(=O)Cc2cc(C)ccc2C)o1`?
GBA enhancer: -95

Results for Cc1ccc(CN2C3=NCCCN3c3ccccc32)cc1 ?
GBA enhancer: 36

Results for Cc1ccc(-c2nnc3c4ccccc4c(C)nn23)cc1S(=O)(=O)N1CCN(C)CC1 ?
GBA enhancer: -28

What do the screens show for `Cc1c(C(=O)N(C)Cc2ccccc2)oc2ccc(S(=O)(=O)N3CCCC3)cc12`?
GBA enhancer: -51

How did O=C(Nc1ccc2c(c1)OCCO2)C1CCN(c2cnccn2)CC1 do in these assays?
GBA enhancer: -19

How did CC(C)(C)NC(=O)C(c1ccccc1)N(Cc1ccco1)C(=O)c1csnn1 (stereo not given) do in these assays?
GBA enhancer: 4

Results for CC(=O)N1CCc2cc(S(=O)(=O)NC(CC(C)C)C(=O)N3CCn4c3nc3ccccc34)ccc21 (stereo not given) ?
GBA enhancer: -3

Results for COc1cc(C)c(S(=O)(=O)Nc2ccc(CC(=O)O)cc2)cc1C ?
GBA enhancer: -14

What do the screens show for `CCCCN(CC)C(=O)CN(C)S(=O)(=O)c1cccc2nsnc12`?
GBA enhancer: -33

What do the screens show for `Cc1ccc(CNC(=O)C2CCN(S(=O)(=O)c3cccs3)CC2)o1`?
GBA enhancer: -32

Results for COc1ccc(-c2c3c(=O)n(C)c(=O)n(C)c3cn2Cc2cccnc2)cc1 ?
GBA enhancer: -25

What do the screens show for `Cn1c(=O)oc2cc(S(=O)(=O)NCCC(=O)N3CC=C(c4ccccc4)CC3)ccc21`?
GBA enhancer: -2

How did CCS(=O)(=O)N1CCCC(C(=O)NCc2ccc3c(c2)OCO3)C1 (stereo not given) do in these assays?
GBA enhancer: 5

How did CCC(=O)NC(c1ccccc1)c1nc2ccccc2[nH]1 (stereo not given) do in these assays?
GBA enhancer: -34

Results for COc1cc(C(=O)O)nc2ccccc12 ?
GBA enhancer: 21

What do the screens show for `Cc1oc(-c2ccc(Cl)cc2)nc1CSCC(=O)NCCCN1CCOCC1`?
GBA enhancer: 2

How did CCOC(=O)C1=C(N)N2C(=O)C(C)SC2=C(C(=O)OC)C1c1ccccc1OC (stereo not given) do in these assays?
GBA enhancer: -30

Results for CCOC(=O)Cn1c(=O)c2c(nc3n2CCCCN3c2ccc(C)cc2)n(C)c1=O ?
GBA enhancer: -4

Results for Cc1cc2c(C)nc(-c3ccccc3)nc2o1 ?
GBA enhancer: -3

How did OCCCCNc1cccc2ccccc12 do in these assays?
GBA enhancer: 17

Results for CCOC(=O)C1=C(C)N(C)C(=O)NC1c1ccc(C)s1 (stereo not given) ?
GBA enhancer: -34

Results for COc1ccc(CCNC(=O)CC2Nc3ccccc3NC2=O)cc1 (stereo not given) ?
GBA enhancer: 10

How did CCn1c(C(=O)N2CCC(Cc3ccccc3)CC2)cc2sccc21 do in these assays?
GBA enhancer: -20

Results for COc1ccccc1C(=O)N(CN1CCCC1=O)c1cccc(Cl)c1 ?
GBA enhancer: 6

Results for COc1ccc(NC(=O)CN2c3cccc4cccc(c34)S2(=O)=O)cc1 ?
GBA enhancer: 9

What do the screens show for `CCOC(=O)N1CCN(C(=O)CN(c2ccc(C)cc2)S(=O)(=O)c2c(C)noc2C)CC1`?
GBA enhancer: 3

What do the screens show for `COc1ccc(NC(=O)C(c2ccc(OC)cc2)N(C)C(=O)CNC(C)=O)cc1` (stereo not given)?
GBA enhancer: -13

What do the screens show for `CC(=O)NS(=O)(=O)c1ccc(NS(=O)(=O)c2ccc(F)cc2)cc1`?
GBA enhancer: 1

What do the screens show for `COc1ccc(N2CCN(c3oc(-c4ccccc4OC)nc3C#N)CC2)cc1`?
GBA enhancer: -20

Results for O=C(O)Cn1cc2c(n1)CCCC2 ?
GBA enhancer: -21

Results for CC1(C)CC(CCNC(=O)c2ccc(-n3cnnn3)cc2)CC(C)(C)N1 ?
GBA enhancer: 3

Results for CCOC(=O)CSc1nnc(CNC(=O)c2cccs2)n1-c1cccc(C)c1 ?
GBA enhancer: -4

Results for CC12CCCCC1c1ccccc1C(=NCC(=O)O)N2 (stereo not given) ?
GBA enhancer: 15

Results for NC(=O)CCCCC(=O)OCCCc1cccs1 ?
GBA enhancer: -6

Results for O=C1c2ccccc2C(=O)N1CSc1nnnn1-c1ccccc1 ?
GBA enhancer: -7

What do the screens show for `CCOC(=O)/C=C1\SCC(=O)N1CC(=O)Nc1ccccc1OC(F)F`?
GBA enhancer: -10

Results for CC(=O)c1cccc(NC(=O)NCc2ccccn2)c1 ?
GBA enhancer: 4

How did O=C(NCCc1ccccc1)c1cccnc1N1CCCCCC1 do in these assays?
GBA enhancer: -24

How did CCCCNC(=O)CSc1nc2ccc(N3CCOCC3)cc2c(=O)n1CCc1ccccc1 do in these assays?
GBA enhancer: 17

Results for Cc1cccc(-n2nnnc2SCn2nnc3ccccc3c2=O)c1 ?
GBA enhancer: -18

What do the screens show for `CC(=O)n1c2ccccc2c2nc(NC(C)C)sc21`?
GBA enhancer: -9

Results for O=C(c1ccco1)N1CCN(c2ncnc3sc4c(c23)CCC4)CC1 ?
GBA enhancer: -34

How did Cc1ccc(CN2C(=O)CCC2C(=O)NCCN2CCOCC2)cc1 (stereo not given) do in these assays?
GBA enhancer: 26

What do the screens show for `CCOc1ccc2nc(-c3ccccc3)[nH]c2c1`?
GBA enhancer: -18

How did Cc1cc(NC(=O)c2cnn3c(C(F)F)cc(C4CC4)nc23)no1 do in these assays?
GBA enhancer: -18

How did O=C(Nc1ccccc1)NC1(C(=O)NCc2ccc3c(c2)OCO3)CCCCC1 do in these assays?
GBA enhancer: -15

What do the screens show for `COc1cc(-c2nnc(-c3ccncc3)o2)ccc1OCc1ccccc1`?
GBA enhancer: -48

Results for COc1ccc2nc(C)cc(SCC(=O)O)c2c1 ?
GBA enhancer: -10

How did Cc1cnn(C(=S)NCCc2ccccc2)c1 do in these assays?
GBA enhancer: -15

What do the screens show for `c1ccc(-c2noc(-c3cccc4ccccc34)n2)cc1`?
GBA enhancer: -3

Results for CC(C)(C)c1cnnn1-c1ccc(NC(=O)c2ccc3c(c2)OCO3)cc1 ?
GBA enhancer: -55

What do the screens show for `O=C(Cn1[nH]c(=O)c2ccccc2c1=O)OCC(=O)N1CCc2ccccc2C1`?
GBA enhancer: 5

Results for Cc1ccsc1C(=O)OCC(=O)N1CCOCC1 ?
GBA enhancer: -16

Results for CCn1c(SCC(=O)Nc2cc(C)on2)nnc1-c1cccnc1 ?
GBA enhancer: -28

What do the screens show for `CCC(c1nnnn1Cc1ccccc1)N1CCN(C(=O)c2ccco2)CC1` (stereo not given)?
GBA enhancer: -10

Results for CC(=O)Nc1ccc(N(C(=O)c2cnccn2)C(C(=O)NC2CCCCC2)c2ccc(O)cc2)cc1 (stereo not given) ?
GBA enhancer: 0

How did Oc1ccc(Br)cc1-c1nc2cnccn2c1NC1CCCC1 do in these assays?
GBA enhancer: -28

How did COc1ccc(NC(=O)COc2ccccc2C#N)c(S(=O)(=O)N2CCCCC2)c1 do in these assays?
GBA enhancer: 15

Results for CC(=O)Nc1ccc(S(=O)(=O)N2CCN(CCCOc3cc(C)ccc3C)CC2)cc1 ?
GBA enhancer: -34

Results for COCCN1C(=O)c2ccccc2C(C(=O)NCC2CCCO2)C1c1c[nH]c2ccccc12 (stereo not given) ?
GBA enhancer: 14

How did Cn1cnnc1SCC(=O)c1ccco1 do in these assays?
GBA enhancer: -3

Results for CC1CC(C)CN(CCCNC(=O)COc2cc(=O)n(C)c3ccccc23)C1 (stereo not given) ?
GBA enhancer: 1

What do the screens show for `COc1cccc(C(=O)Nc2ncc3c(n2)CC(C)(C)CC3=O)c1`?
GBA enhancer: 28

Results for CCc1c(C)sc(NC(=O)CC#N)c1C#N ?
GBA enhancer: -15

Results for CC(C)n1c(SCC(=O)N2CCCC2)nc2c1c(=O)n(C)c(=O)n2C ?
GBA enhancer: -47

How did O=S(=O)(c1ccccc1)N1CCN(Cc2ccccc2C(F)(F)F)CC1 do in these assays?
GBA enhancer: -8

How did CCCS(=O)(=O)N1CCC(C(=O)N2CCN(C(=O)OCC)CC2)CC1 do in these assays?
GBA enhancer: -7

Results for COc1ccc(C(c2nnnn2Cc2ccccc2)N2CCN(c3ccccc3)CC2)cc1 (stereo not given) ?
GBA enhancer: -6

What do the screens show for `Cc1occc1-c1nnc(SCC(=O)Nc2ccccc2)n1CCc1ccccc1`?
GBA enhancer: 1

What do the screens show for `CC(C)CCn1c(SCCc2ccccc2)nc2c1c(=O)[nH]c(=O)n2C`?
GBA enhancer: -10

Results for O=C(O)CSc1sc(=S)sc1SCC(=O)O ?
GBA enhancer: -18

Results for COc1cc(C(=O)Nc2nnc(CC(=O)N3CCOCC3)s2)cc(OC)c1OC ?
GBA enhancer: -15

Results for O=S(=O)(NCc1cccs1)c1cccc(S(=O)(=O)N2CCCCC2)c1 ?
GBA enhancer: 16

What do the screens show for `COc1cccc(NS(=O)(=O)c2ccc3[nH]cc(C(=O)NCCN4CCOCC4)c(=O)c3c2)c1`?
GBA enhancer: 3

Results for O=C(O)CCc1nc(-c2ccc(Cl)cc2)no1 ?
GBA enhancer: 5

What do the screens show for `CCn1c(Oc2ccc(Oc3ncc(Cl)cc3Cl)cc2)nc2c1c(=O)n(C)c(=O)n2C`?
GBA enhancer: 26

What do the screens show for `Cc1cccc(-n2nnc(C(=O)N3CCc4ccccc4C3)c2N)c1`?
GBA enhancer: 16

Results for COc1ccccc1-c1nc(C(F)(F)F)c(OC)o1 ?
GBA enhancer: -14

How did CCn1cc(C(=O)Nc2ccc(C(=O)N3CCCC3)cc2)c(=O)c2ccc(C)nc21 do in these assays?
GBA enhancer: -28

Results for Brc1cc(Br)c2ncnc(N3CCCCC3)c2c1 ?
GBA enhancer: -107

What do the screens show for `Cc1ccc(N2C(=O)C(Cl)=C(Nc3c(C)n(C)n(-c4ccccc4)c3=O)C2=O)cc1`?
GBA enhancer: -12

Results for COc1ccc(NC(=O)c2c(C)oc3c2CCCC3)cc1 ?
GBA enhancer: 9

Results for Cc1cc2c(C)cc(=O)oc2c2c1NCCC2 ?
GBA enhancer: 76*

How did COc1cc2cc(CN(Cc3cccnc3)C(=O)NCc3ccccc3)c(=O)[nH]c2cc1OC do in these assays?
GBA enhancer: 22

What do the screens show for `Cc1nonc1NC(=O)c1ccccc1Br`?
GBA enhancer: 5

Results for CCOc1ccccc1CN1C(=O)c2ccccc2C1C(=O)NCC1CCCO1 (stereo not given) ?
GBA enhancer: -13

Results for C1=C(CCNc2ncnc3c2cnn3-c2ccccc2)CCCC1 ?
GBA enhancer: 18

Looked up by compound from above (3):
What do the screens show for `Cc1ccc(N2C(=O)C(Cl)=C(Nc3c(C)n(C)n(-c4ccccc4)c3=O)C2=O)cc1`?
GBA enhancer: -12

Results for COc1ccccc1-c1nc(C(F)(F)F)c(OC)o1 ?
GBA enhancer: -14

How did CCn1cc(C(=O)Nc2ccc(C(=O)N3CCCC3)cc2)c(=O)c2ccc(C)nc21 do in these assays?
GBA enhancer: -28

Following part
How did COc1ccc(CCNC(=O)c2ccc(CN3CCOCC3)cc2)cc1 do in these assays?
GBA enhancer: -40

What do the screens show for `CC1(C)NC(C)(C)C(O)(C(N)=O)C1=O` (stereo not given)?
GBA enhancer: -8

How did CCCNC(=O)NC(=O)CSc1nc2ccccc2n1CC(C)C do in these assays?
GBA enhancer: -10

Results for Cc1noc(/C=C/N(C)C)c1S(=O)(=O)NC1CCCCC1 ?
GBA enhancer: 2

Results for CC(C)Cc1nnc(NC(=O)CSc2nc(=O)cc(N)n2-c2ccccc2)s1 ?
GBA enhancer: -9

What do the screens show for `COc1ccc(N2CC(C(=O)NCCC3=CCCCC3)CC2=O)cc1` (stereo not given)?
GBA enhancer: -39

What do the screens show for `O=S(=O)(c1ccccc1)c1nc(-c2ccco2)oc1NCCCN1CCOCC1`?
GBA enhancer: 1

Results for CCN(CCO)c1ccc(-n2c(N)c(C(=O)OC)c3nc4ccccc4nc32)cc1 ?
GBA enhancer: 4

How did COC(=O)C1=C(CSCc2ccco2)NC(=O)NC1c1cc(C)ccc1C (stereo not given) do in these assays?
GBA enhancer: 12

How did CC(=O)C1C(c2ccc(F)cc2)NC(=O)NC1(O)C(F)(F)F (stereo not given) do in these assays?
GBA enhancer: 2

Results for O=C(Nc1cccnc1)c1ccc(NC(=O)c2ccco2)cc1 ?
GBA enhancer: -1

What do the screens show for `Cc1cc(NC(=O)CCCS(=O)(=O)c2nc(-c3cccs3)cc(C(F)(F)F)n2)no1`?
GBA enhancer: -18

Results for CCOC(=O)c1c(C)c(C(=O)NCc2ccccn2)c(C)n1CC ?
GBA enhancer: -8

Results for Cc1sc2nc(CN(Cc3cccs3)C(=O)C3CC3)[nH]c(=O)c2c1C ?
GBA enhancer: 12

Filtered by structure, the entries above with a thiophene ring, fused or not
What do the screens show for `Cc1ccc(CNC(=O)C2CCN(S(=O)(=O)c3cccs3)CC2)o1`?
GBA enhancer: -32

Results for CCOC(=O)C1=C(C)N(C)C(=O)NC1c1ccc(C)s1 (stereo not given) ?
GBA enhancer: -34

How did CCn1c(C(=O)N2CCC(Cc3ccccc3)CC2)cc2sccc21 do in these assays?
GBA enhancer: -20

Results for CCOC(=O)CSc1nnc(CNC(=O)c2cccs2)n1-c1cccc(C)c1 ?
GBA enhancer: -4

Results for NC(=O)CCCCC(=O)OCCCc1cccs1 ?
GBA enhancer: -6

Results for O=C(c1ccco1)N1CCN(c2ncnc3sc4c(c23)CCC4)CC1 ?
GBA enhancer: -34

Results for Cc1ccsc1C(=O)OCC(=O)N1CCOCC1 ?
GBA enhancer: -16

Results for CCc1c(C)sc(NC(=O)CC#N)c1C#N ?
GBA enhancer: -15

Results for O=S(=O)(NCc1cccs1)c1cccc(S(=O)(=O)N2CCCCC2)c1 ?
GBA enhancer: 16

What do the screens show for `Cc1cc(NC(=O)CCCS(=O)(=O)c2nc(-c3cccs3)cc(C(F)(F)F)n2)no1`?
GBA enhancer: -18

Results for Cc1sc2nc(CN(Cc3cccs3)C(=O)C3CC3)[nH]c(=O)c2c1C ?
GBA enhancer: 12
